HTR5A ag ctr: counter-screen for OPRM1-OPRD1 agonists: human HTR5A agonism | P47898 | HTR5A agonist assay, luminescence, cell-based | activation, % at 9.3 µM | actives 0.61% (n = 340,000) | AID 504692; in the data active means activation mostly above about 9.5%, no sharp cut-off; inactive means mostly below about 7.6%;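 further: 0% = cells with vehicle only and 100% = reference agonist; strong numbers were not always called active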
SUMO Mot1 rescue: SUMOylation pathway inhibition by Mot1-301 growth rescue | S. cerevisiae Mot1-301 growth rescue, ATP luminescence, 38.5C; percent above DMSO median, 100 means doubled | growth rescue, % at 18.8 µM | actives 1% (n = 320,000);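 active means every valid replicate shows activation above 250% relative to neutral control wells; inactive means the rest, any valid replicate at or below 250%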;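 further: OY570 slx delta 5 strain wells were the positive control but not used for scaling; some compounds called inactive have numbers as strong as hits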
DAGLB inhibitor: diacylglycerol lipase beta (human) inhibition; Q8NCG7; HEK293T DAGLB membrane lysate, EnzChek fluorogenic substrate; inhibition, % at 5.17 µM; actives 0.059% (n = 340,000); in the data active means inhibition above about 34%;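 further: 0% = enzyme with vehicle and 100% = wells lacking enzyme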
Target sequence (Q8NCG7 whole entry, looked up): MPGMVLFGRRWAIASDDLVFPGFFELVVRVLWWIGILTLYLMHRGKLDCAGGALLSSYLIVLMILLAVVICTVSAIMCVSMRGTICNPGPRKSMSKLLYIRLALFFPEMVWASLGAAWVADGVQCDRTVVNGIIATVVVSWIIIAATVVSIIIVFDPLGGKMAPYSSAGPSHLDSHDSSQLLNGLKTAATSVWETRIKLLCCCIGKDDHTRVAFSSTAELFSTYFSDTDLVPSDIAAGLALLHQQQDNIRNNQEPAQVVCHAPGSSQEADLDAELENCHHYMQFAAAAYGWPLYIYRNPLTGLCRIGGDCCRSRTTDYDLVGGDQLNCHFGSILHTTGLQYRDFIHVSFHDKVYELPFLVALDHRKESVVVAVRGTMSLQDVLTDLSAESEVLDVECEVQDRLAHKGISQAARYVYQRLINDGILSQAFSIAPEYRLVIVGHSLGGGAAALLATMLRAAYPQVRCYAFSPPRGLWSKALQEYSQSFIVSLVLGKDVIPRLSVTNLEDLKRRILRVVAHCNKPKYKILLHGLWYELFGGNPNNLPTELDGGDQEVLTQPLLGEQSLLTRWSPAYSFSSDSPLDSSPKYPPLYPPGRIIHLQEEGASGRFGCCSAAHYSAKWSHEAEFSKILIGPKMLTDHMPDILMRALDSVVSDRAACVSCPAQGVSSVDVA
Tat export inh: inhibitors of E. coli Tat protein transport. E. coli MC4100 TorA-mCherry Tat export, fluorescence. inhibition, % at 10 µM. actives 0.036% (n = 340,000). AID 488895;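 active means mean replicate inhibition at least 50% and at least half of replicates individually reaching 50%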;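 further: exported cargo escapes ClpAP degradation while cytoplasmic cargo is degraded and loses fluorescence; 0% = median of neutral control wells and 100% = median of NaSCN control wells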
AddAB inh: less growth of phage-infected E. coli with AddAB. AID 435030. E. coli expressing H. pylori AddAB, absorbance growth. actives 0.29% (n = 330,000). inhibition, % at 11.9 µM; in the data active means inhibition above about 12%;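 further: 0% = vehicle wells of infected cells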
PKA-R1A activ: PKA-R1A complex activation | actives 0.083% (n = 340,000) | P00514+P68181 | activation, % at 11.4 µM | PKA-R1A dissociation, Cy5-IP20 fluorescence polarization; scaled: DMSO 0%, 113 µM cGMP 100% | AID 504707;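 active means percent activation above the mean of all tested compounds plus 3 SD, cut at about 19% in these data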;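 further: higher means more PKAc released from R1A so a rise in polarization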
HTR5A inv ag: HTR5A inverse agonism, opioid heterodimer counter-screen; P47898; HTR5A cell line, luminescence; inhibition, % at 9.3 µM; actives 0.083% (n = 340,000); in the data active means inhibition mostly above about 23%, no sharp cut-off; inactive means mostly below about 18%;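 further: 0% = cells with DMSO and 100% = no-cell wells with DMSO; some compounds called inactive have numbers as strong as hits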
PKA-R2B activ: activates the human PKA-R2B holoenzyme complex; P22694+P31323; PKA-R2B holoenzyme dissociation, Cy5-IP20 fluorescence polarization; R2B truncated from residue 108, S112A mutant; 0% DMSO only, 100% 113 µM cGMP; activation, % at 11.4 µM; actives 0.079% (n = 340,000);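 active means activation above a cutoff set at the mean over all compounds plus 3 SD, cut at about 18% in these data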;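 further: higher means more holoenzyme dissociation and a rise in polarization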
Target sequence (P31323 whole entry, looked up, other chains not shown, the tested form may be a part): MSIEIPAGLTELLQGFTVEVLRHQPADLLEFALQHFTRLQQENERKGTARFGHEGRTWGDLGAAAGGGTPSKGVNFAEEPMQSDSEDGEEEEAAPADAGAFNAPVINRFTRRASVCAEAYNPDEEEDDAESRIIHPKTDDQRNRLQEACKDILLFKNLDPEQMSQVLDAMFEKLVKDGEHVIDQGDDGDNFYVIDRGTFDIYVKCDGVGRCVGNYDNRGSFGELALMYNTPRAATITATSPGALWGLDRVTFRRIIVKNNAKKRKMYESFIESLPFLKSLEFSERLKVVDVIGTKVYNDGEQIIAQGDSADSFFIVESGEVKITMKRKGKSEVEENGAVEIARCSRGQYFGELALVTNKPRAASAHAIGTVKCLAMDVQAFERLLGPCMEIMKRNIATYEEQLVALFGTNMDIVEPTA
phage Ecoli inh: E. coli growth loss with phage present. growth absorbance. inhibition, % at 11.9 µM. actives 0.26% (n = 360,000). AID 651602; in the data active means inhibition above about 11%
CDK5 p35 inh: blocks human CDK5/p35 kinase activity; Q00535+Q15078; Recombinant CDK5/p35, ADP-Glo luminescence, 60 min; inhibition, % at 10 µM; actives 0.01% (n = 330,000); AID 488839;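 active means highest replicate inhibition of at least 50% and at least 75% of replicates reaching 50%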;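 further: plate controls were DMSO neutral control for no effect and GW8510 at 10 µM for full effect; many of its hits are not listed in these tables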
Ecoli viability: counter-screen for AddAB inhibitors: E. coli growth inhibition. inhibition, % at 11.9 µM. E. coli V3065 growth, OD600 absorbance, 18 h. actives 0.27% (n = 330,000);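 active means inhibition above the campaign's mean inhibition across all tested compounds plus 3 SD, cut at about 9.9% in these data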;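 further: uninfected addAB+ strain grown without phage in ampicillin broth; 0% = DMSO wells and 100% = ciprofloxacin 0.95 µg/ml wells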
Starred values were filed as active, the others as inactive; x = no result given. Compounds as they come. About 2.3% of those tested had a hit in this group.

SMILES | HTR5A ag ctr | SUMO Mot1 rescue | DAGLB inhibitor | Tat export inh | AddAB inh | PKA-R1A activ | HTR5A inv ag | PKA-R2B activ | phage Ecoli inh | CDK5 p35 inh | Ecoli viability
O=C(OCC(=O)N1CCc2ccccc21)[C@@H]1CC(O)CN1S(=O)(=O)c1ccc(Cl)cc1 (stereo partly specified) | 2.3 | -9.6 | 0.8 | 4.6 | 0.8 | -2.3 | 1.1 | 7.5 | 0.6 | 1.6 | 2.6
O=C(Cn1nnc2ccccc2c1=O)N[C@@H](Cc1c[nH]c2ccccc12)C(=O)O | -0.4 | 1.4 | 0.3 | -1.0 | 2.3 | -6.3 | 8.4 | -10.3 | 3.6 | -0.2 | 1.5
O=C(O)CC1SC(=O)N(Cc2ccccc2)C1=O (stereo unspecified) | 1.5 | x | -4.0 | -0.6 | 1.8 | -6.8 | -35.4 | -6.2 | 0.0 | -0.9 | -1.7
COc1ccc(CCNC(=O)CN2C(=O)NC3(CCCCC3C)C2=O)cc1 (stereo unspecified) | -1.4 | 40.4 | 0.8 | 8.1 | -1.6 | -11.1 | 5.7 | -2.6 | 4.9 | -2.5 | -1.2
O=C(c1cc2cc(F)ccc2[nH]1)N1CCCC(Nc2ccc(F)cc2)C1 (stereo unspecified) | -1.4 | 5.5 | -0.7 | 6.8 | 2.8 | -8.5 | 5.1 | 8.7 | 2.6 | -2.6 | -0.3
O=C(CSc1nc2ccccc2c(=O)n1Cc1ccco1)c1ccccc1 | -0.2 | 0.3 | -1.9 | 0.3 | 0.7 | -5.0 | -28.5 | 0.4 | 0.9 | 0.2 | -2.2
CC1=C(C(=O)Nc2ccccc2C(=O)NC2CCCCC2C)SCCO1 (stereo unspecified) | 1.6 | 31.7 | -0.8 | 11.1 | -0.1 | 10.1 | 3.8 | -4.4 | 2.0 | -2.2 | 0.2
O=C(Cc1ccccc1)NCC(=O)N1CCCC1 | 0.8 | -6.8 | -2.1 | -3.3 | 2.7 | -2.1 | -34.6 | 2.2 | 1.0 | -1.1 | -1.4
COc1ccc(OC)c(NC(=O)CCNS(=O)(=O)c2cc(Br)cnc2N)c1 | -3.1 | 0.5 | 2.7 | 6.0 | 1.6 | -2.9 | -29.0 | -1.6 | 1.4 | 3.0 | -1.7
NS(=O)(=O)c1ccc(CCNC(=O)C2CCN(C(=O)Nc3ccccc3)CC2)cc1 | 1.4 | -4.3 | -0.2 | 5.4 | 1.1 | 2.8 | -5.3 | -8.6 | 1.9 | 0.9 | -0.2
Cc1ccc2oc(=O)c3cnn(CC(=O)N(CCCN4CCOCC4)Cc4ccco4)c3c2c1 | -0.3 | 324.1 | 1.5 | 2.6 | 0.2 | -11.5 | 0.9 | -3.7 | 4.4 | 1.1 | 0.3
Cc1ccc(OCCSc2nc(N)cc(N)n2)cc1 | 4.6 | 2.9 | 0.4 | -5.0 | 3.5 | -11.4 | -13.0 | 6.5 | 2.1 | -7.3 | 2.6
Cc1nn(C(C)C(=O)NCCCN2CCCCCC2)c(=O)c2c1sc1ccccc12 (stereo unspecified) | -2.7 | -4.1 | -0.2 | 3.3 | 1.2 | -2.1 | 30.0 | 3.6 | 3.7 | 1.3 | -0.9
COCCNC(=O)c1onc(CSc2ccncc2)c1C(=O)NCCOC | 1.4 | 0.7 | 1.2 | 6.7 | 2.0 | -2.0 | 2.6 | -17.6 | 1.3 | -4.4 | -0.9
c1ccc(-c2cn(C[C@H]3CC[C@H](Cn4cc(-c5ccccn5)nn4)O3)nn2)nc1 | 1.9 | -8.5 | -0.8 | -3.9 | 1.7 | -4.7 | 6.5 | -2.0 | 3.6 | 0.8 | -0.8
COc1ccc(C)cc1NC(=O)C(=O)NNC(=O)c1ccco1 | 1.9 | 43.9 | 0.0 | -7.1 | -4.4 | 2.4 | -19.6 | -7.8 | -4.6 | -0.8 | -4.6
CCOC(=O)C1CCN(c2cc3c(cc2NC(=O)c2ccccc2Br)n(C)c(=O)n3C)CC1 | -2.4 | 48.6 | 1.0 | 8.2 | 2.3 | -4.5 | -7.5 | -4.7 | 0.2 | 1.3 | 0.3
Cc1cc(C(=O)OCC(=O)Nc2ccccc2Br)c(C)o1 | -3.4 | 2.0 | -7.5 | 10.9 | 3.3 | 0.5 | 12.0 | 4.3 | 1.2 | -5.7 | 0.7
CCC1CCCCN1S(=O)(=O)c1ccc(C(=O)N(CCCN(C)C)c2nc3cc4c(cc3s2)OCO4)cc1 (stereo unspecified) | 3.9 | 1.8 | -0.2 | 4.7 | 0.8 | 4.4 | -24.4 | 1.6 | 1.9 | 0.1 | -1.2
Cc1ccc(NC(=O)C2C3C=CC4(O3)C2C(=O)N(CCN2CCOCC2)C4C(=O)NC2CCCCC2)cc1C (stereo unspecified) | 0.7 | 2.0 | 0.8 | 0.3 | 1.7 | -9.0 | -1.8 | -0.1 | 0.6 | -0.8 | 1.8
CN(c1ccccc1)S(=O)(=O)c1cccc(C(=O)NCc2ccccc2)c1 | -2.2 | 3.6 | -1.6 | 0.8 | 2.5 | -7.4 | 2.9 | -4.9 | -1.2 | 2.0 | 3.0
COc1cc(OC)cc(C(=O)NNC(=O)CCc2nc3ccccc3c(=O)[nH]2)c1 | 3.0 | -11.8 | -2.1 | -5.0 | 2.3 | 11.9 | -7.5 | -7.3 | -0.5 | 0.1 | 0.0
COc1ccc(C(=O)N2CCN=C2c2ccccc2)cc1OC | -1.5 | -3.3 | -3.0 | 2.7 | 0.4 | 9.4 | 8.1 | -0.5 | -0.3 | 1.3 | 0.2
CN1C(=O)c2ccccc2C(C(=O)NCc2ccco2)C1c1c[nH]c2ccccc12 (stereo unspecified) | 0.5 | 6.8 | 1.2 | -8.4 | 5.4 | -8.2 | -1.1 | -2.9 | 0.8 | -1.4 | 0.9
CCCC(=O)Nc1ccc(NC(=O)c2cccc(OC)c2)nc1 | -0.4 | -5.2 | 3.5 | -1.7 | 0.8 | -14.4 | -6.0 | -10.1 | 2.4 | -2.1 | -1.6
COC(=O)c1ccc(N2CCCCC2)c(N)c1 | 0.0 | -10.4 | 0.2 | -1.0 | 4.6 | 2.0 | 29.8 | -4.1 | 1.4 | 1.3 | -2.5
Cc1ccccc1C(=O)NC(C(=O)Nc1nc2c(s1)CCCC2)C(C)C (stereo unspecified) | -3.1 | -18.8 | 6.3 | 4.6 | 1.4 | -9.9 | 4.4 | -13.9 | 4.8 | -1.9 | 0.3
Cc1ccc(NS(=O)(=O)c2cccc(C(=O)N3CCCCCC3)c2)cc1 | -1.6 | -5.1 | 1.5 | -1.8 | -2.6 | -0.7 | 4.3 | -3.1 | 2.1 | -1.8 | -1.3
O=C(N1CCN(c2ccccn2)CC1)C(Cl)(Cl)Cl | 3.4 | -34.8 | -2.9 | -1.1 | 2.7 | -1.3 | -15.1 | -9.5 | 0.8 | -1.3 | 0.1
COc1cccc(C2=NOC(C(=O)Nc3ccc4c(c3)OCO4)C2)c1OC (stereo unspecified) | 3.1 | 3.4 | -2.4 | -7.2 | -0.9 | -11.0 | -11.2 | -1.0 | 1.2 | 0.6 | -0.3
C=CCSc1nc2ccccc2n1Cc1nnc(-c2cccs2)o1 | 1.7 | -0.6 | -0.4 | 0.8 | -0.1 | -1.2 | 5.9 | -1.8 | 0.3 | -0.9 | 0.5
Cc1ccc(-c2cc(=O)[nH]c(NCc3ccccc3)n2)cc1 | 2.0 | 9.5 | -4.0 | -1.8 | 0.9 | 4.9 | -2.1 | 3.7 | 2.4 | -2.0 | 3.4
O/C(=C\c1ccc2ccccc2n1)c1ccc(O)cc1O | -2.0 | -3.6 | -3.7 | 7.4 | -0.4 | -16.0 | 5.5 | -7.6 | -0.3 | -0.6 | 1.4
O=c1c(-c2nn[nH]n2)coc2ccc(Cl)cc12 | 0.8 | 10.2 | 2.2 | -4.8 | 0.2 | -9.2 | -3.1 | -8.2 | 0.9 | 1.1 | 0.1
O=C(CN1CCN(C(=O)C2CCCO2)CC1)Nc1ccc(Br)cc1 (stereo unspecified) | 3.2 | 10.5 | -2.5 | -6.0 | 2.2 | -3.9 | -9.6 | 9.7 | 2.8 | -3.2 | 0.6
COc1ccc2ccccc2c1/C=N/NC(=S)NCCN1CCOCC1 | -0.2 | -14.2 | -0.5 | 4.3 | 3.7 | -0.8 | 0.5 | 0.3 | 1.9 | 0.6 | -2.5
COc1ccc(N2CCN(C(=O)CSc3nc4c(c(=O)n(C)c(=O)n4C)n3C(C)C)CC2)cc1 | 6.9 | 11.9 | 1.1 | -2.1 | 0.1 | 0.6 | -18.2 | -0.3 | -0.5 | 0.3 | -1.8
CN(C)S(=O)(=O)c1ccc(C(=O)/C=C/c2cccnc2)cc1 | 1.6 | 644.4* | -1.0 | -6.8 | 4.7 | -1.4 | -3.8 | 5.1 | 1.2 | 1.1 | 1.3
COc1cc(C(=O)Nc2ccc(NC(=O)c3ccccc3Cl)nc2)cc(OC)c1OC | 9.4 | -1.3 | -2.6 | 3.3 | 2.7 | 5.6 | -11.1 | 5.5 | -1.0 | -0.6 | -2.7
CC(C)CCN1CCC(CN2CCNC(=O)C2=O)CC1 | 2.7 | x | 1.5 | -1.9 | x | 5.6 | -9.1 | -12.2 | 3.1 | -0.3 | x
CCOc1ccc2cc(C(=O)c3ccccc3)c(=O)oc2c1 | -4.9 | 2.5 | -4.6 | 4.1 | 1.6 | 6.4 | -9.8 | -8.4 | 1.0 | 0.5 | -2.3
Cc1ccc(C(=O)N2CCN(c3ccc(NC(=O)c4cccnc4Cl)cc3)CC2)cc1 | -3.1 | 214.9 | 1.4 | -1.3 | 1.0 | -2.1 | 8.2 | 7.0 | -1.8 | -0.7 | -0.9
CC1CCCCC1NC(=O)COC(=O)COc1ccccc1F (stereo unspecified) | 0.6 | 10.1 | -0.9 | -2.0 | -2.3 | -9.1 | -2.5 | -1.7 | 1.6 | -0.4 | -1.8
Cc1ccc(C2(C)NC(=O)N(CC(=O)c3ccc4c(c3)OCCO4)C2=O)cc1 (stereo unspecified) | -1.7 | 16.5 | -2.0 | 7.0 | -1.3 | -9.9 | 6.0 | 0.6 | 1.7 | 1.2 | 0.3
CCCSc1ncc(Cl)c(C(=O)Nc2ccc(S(=O)(=O)N3CC(C)OC(C)C3)cc2)n1 (stereo unspecified) | -1.1 | x | -7.3 | 7.3 | -1.9 | -5.0 | 8.6 | 7.5 | 4.8 | 1.8 | -2.4
N#CC1(NC(=O)CN2CCN(S(=O)(=O)c3ccccc3F)CC2)CCCC1 | 8.5 | -4.0 | -0.9 | 27.2 | 4.2 | -2.0 | 11.1 | -7.1 | 0.5 | -5.1 | -1.4

Some entries already given, showing only AddAB inh:
mol	AddAB inh
COc1cc(C(=O)Nc2ccc(NC(=O)c3ccccc3Cl)nc2)cc(OC)c1OC	2.7
N#CC1(NC(=O)CN2CCN(S(=O)(=O)c3ccccc3F)CC2)CCCC1	4.2
